HCT116 PTEN-null = growth suppressors of cells with PTEN tumor suppressor deletion. hit rate 1.2% among 140,000. HCT116 PTEN-null viability, CellTiter-Glo, 60 h; active compounds read low. viability, % at 10 µM;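 active = viability at or below a set limit, 4 SD under the median of all tested compounds, cut at about 3.7% in these data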;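 note: PTEN knockout HCT116 line with beta catenin targeted HCT116 as companion control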
MRP-1 activ = MRP-1 activation; H69AR cells + doxorubicin, viability rescue, CellTiter-Glo; viability increase, % at 10 µM; hit rate 0.61% among 140,000;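 active = viability gain under doxorubicin at or above a set limit, the compound median plus 3 SD, cut at about 4.7% in these data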;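 note: MRP-1 overexpressing cells given doxorubicin 25 µM after compound pretreatment; 18-22 h compound pretreatment then 72 h with doxorubicin before readout; 0% = doxorubicin-only wells and 100% = vehicle-treated cells without doxorubicin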
Phagocyt inh = inhibitors of macrophage phagocytosis | AID 1029 | J774A.1 macrophage IgG-bead phagocytosis, imaging | inhibition, % at 5 µM | hit rate 0.07% among 110,000;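 active = inhibition above the mean of the plate negative controls plus 5 SD, cut at about 13% in these data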;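 note: phagocytic index as fraction of beads internalized from green versus red external bead signal; plate controls were DMSO negative control for no effect and cytochalasin-D positive control for full effect; some results beyond the cut were filed as inactive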
GALR2 antag = GALR2 (human) receptor antagonism; inhibition, % at 4 µM; GALR2-expressing cells, antagonist mode; hit rate 0.39% among 140,000; O43603; in the data active = inhibition above about 27%;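 note: cells stimulated with galanin 1-16 at roughly its EC80; 0% = agonist challenge control and 100% = basal control without agonist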
Yeast life ext = yeast lifespan extension | S. cerevisiae growth with nicotinamide, OD615; deaD strain in restrictive glucose medium | inhibition of the nicotinamide effect, % at 10 µM | hit rate 0.68% among 130,000 | AID 775;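 active = inhibition above a set limit, placed 3 SD over the median of all compounds, cut at about 26% in these data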;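 note: 0% = nicotinamide-treated wells and 100% = cells grown without nicotinamide; some compounds called inactive have numbers as strong as hits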
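Assay system: DeaD-strain S. cerevisiae. Medium: CSMM-D glucose medium, restrictive. Reagent: nicotinamide, 1.5 mM, co-present with compound. Compound: 10 µM single point, 0.25% DMSO. Schedule: culture preincubation 4 h, compound exposure 48 h, both 30 °C. Detection: absorbance at 615 nm.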
NPY-Y2 antag = antagonists of human neuropeptide Y receptor Y2. AID 793. hit rate 0.99% among 140,000. inhibition, % at 2.7 µM. NPY-Y2 expressing cells, antagonist mode; in the data active = inhibition above about 17%;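 note: 0% = vehicle with agonist challenge and 100% = reference antagonist with challenge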
Target sequence (P49146 whole entry, looked up): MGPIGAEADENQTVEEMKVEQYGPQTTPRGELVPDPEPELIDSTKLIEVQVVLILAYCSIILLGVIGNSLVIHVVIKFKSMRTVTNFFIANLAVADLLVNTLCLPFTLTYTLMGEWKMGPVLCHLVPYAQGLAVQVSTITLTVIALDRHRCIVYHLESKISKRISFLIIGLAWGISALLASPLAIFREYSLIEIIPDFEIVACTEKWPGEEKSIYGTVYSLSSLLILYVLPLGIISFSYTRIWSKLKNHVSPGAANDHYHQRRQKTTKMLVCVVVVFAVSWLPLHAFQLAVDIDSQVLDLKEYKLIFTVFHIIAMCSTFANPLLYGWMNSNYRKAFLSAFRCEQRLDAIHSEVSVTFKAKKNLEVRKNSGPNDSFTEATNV
Measles CPE = protection of cells from measles virus. Measles virus-infected cells, CPE protection, absorbance. protection (pct of control), % at 4 µM. hit rate 1.5% among 140,000; in the data active = protection mostly above about 24%, no sharp cut-off; inactive = mostly below about 26%; note: some compounds called inactive have numbers as strong as hits
bCat KO growth = beta-catenin-lacking colon tumor cell growth suppression; HCT116 beta-catenin knockout viability, CellTiter-Glo, 60 h; active compounds read low; viability, % at 10 µM; hit rate 1.5% among 140,000; AID 818;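 active = viability at or under a set limit, the compound median less 4 SD, cut at about 6% in these data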;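 note: 0% = Hyamine 1622 control at 20 µM and 100% = untreated cell control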
BB579 growth dn = reduces growth of yeast BB579 in restrictive medium. inhibition, % at 10 µM. S. cerevisiae BB579 growth, OD615, 48 h. hit rate 0.51% among 140,000;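 active = inhibition above a set limit, 3 SD over the mean compound inhibition, cut at about 44% in these data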; note: inactives centre near -24
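Detection: OD615 turbidity measurement; Material: Saccharomyces cerevisiae DeaD strain BB579, replicative lifespan model yeast; Timing: 48 h exposure, 30 °C; Doses: single 10 µM dose; Medium: CSMM-D restrictive synthetic medium containing dextrose (glucose); Controls: amphotericin B at 10 µg/mL as positive control.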
E-sel TNF inh = blocks E-selectin expression induced by TNF alpha; HUVEC TNFa-induced E-selectin immunofluorescence, high content; inhibition, % at 2 µM; hit rate 0.71% among 120,000; AID 1246;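 active = inhibition above the batch mean plus 3 SD, and confirmed as a hit on visual image review, cut at about 43% in these data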;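 note: 0% = TNF-stimulated DMSO wells and 100% = unstimulated control wells; not every result past the cut was called active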
* hit, by the source's call; . = no result given.

SMILES	HCT116 PTEN-null	MRP-1 activ	Phagocyt inh	GALR2 antag	Yeast life ext	NPY-Y2 antag	Measles CPE	bCat KO growth	BB579 growth dn	E-sel TNF inh
CCOC(=O)C1=C(N)Oc2cc(C)[nH]c(=O)c2C1c1ccncc1 (centres undefined)	89	-1.2	0	-3	0	-1	16	95	-69	0
Cc1ccc(S(=O)(=O)N2CCOCC2)cc1C(=O)NCCN1C(=O)S/C(=C\c2ccccc2Cl)C1=O	48	-2.9	-4	6	3	1	9	50	-39	.
N/C(=N\OC(=O)c1ccc(Br)cc1)c1ccccc1	91	-1.3	-1	3	-12	2	3	96	-52	16
CC1CN(S(=O)(=O)c2ccccc2)CC(C)O1 (centres undefined)	92	-2.0	2	3	-6	-1	7	97	-16	12
CCC(=O)Nc1ccc(Cl)c(NC(=S)NC(=O)COc2ccccc2)c1	103	-0.9	-3	10	-4	2	25	97	-50	.
Cc1ccc(NC(=O)COC(=O)C(NS(=O)(=O)c2ccc(Cl)cc2)C(C)O)cc1C (centres undefined)	88	-4.6	-8	11	2	2	17	71	-5	.
CCCc1noc2c1/C(=N\O)CC(CC(C)SCC)C2 (centres undefined)	70	3.2	0	-1	-6	1	4	69	-38	.
CC(C)(C)NC(=O)NC(=O)COC(=O)c1ccc(OC(F)(F)F)cc1	101	2.5	0	6	5	4	7	100	-23	.
COc1ccc(OC)c(NC(=O)c2[nH]c(C)c(C(C)=O)c2C)c1	81	-1.9	0	12	-10	1	2	80	-9	-30
S=C(NCc1ccco1)Nc1ccc(N2CCOCC2)cc1	95	0.3	-5	13	2	0	29	95	-27	.
CCCCN(CC)c1nc(N)c2c(N)nc(OCC)cc2c1C#N	75	-5.1	.	-5	-7	-5	2	72	-9	14
c1cc2cn[nH]c2cc1NC1CCCCCC1	98	-1.8	0	11	16	2	5	82	-70	6
CC1(C)CC(=O)C(C(c2ccc(F)cc2)C2C(=O)CC(C)(C)CC2=O)C(=O)C1	93	-1.1	0	13	22	6	6	109	-14	-9
c1ccc(Cc2nnc(N3CCOCC3)c3ccccc23)cc1	95	-1.1	1	-14	-4	3	3	98	-25	-3
Cc1ccc(/C=C/C(=O)OCC(=O)Nc2cccc(S(=O)(=O)N(C)C)c2)o1	94	-1.6	6	17	7	2	7	92	-52	.
Nc1cc(Cl)nc(N/N=C/c2ccccc2[N+](=O)[O-])n1	104	-0.4	.	-6	-9	3	10	94	-5	-44
Cc1ccccc1-c1nnc(SCC(=O)Nc2ccc(Cl)cc2)n1N	102	0.5	-1	19	-13	-2	5	108	15	.
Cc1ccccc1C(=O)/C(C#N)=N/Nc1c(C)n(C)n(-c2ccccc2)c1=O	9	-1.7	-7	9	2	3	8	12	-17	.
CCOC(=O)c1sc(NC(=O)CSc2n[nH]c(-c3ccncc3)n2)c(C#N)c1C	107	-0.5	1	-2	-6	-1	2	98	-58	12
COc1ccc(-c2noc(CCC(=O)NCc3cccnc3)n2)cc1	94	-0.1	-1	-5	-12	7	11	103	-22	.
COc1ccc2c(c1OC)C(=O)OC2CC(=O)O (centres undefined)	103	-1.6	.	-2	-12	2	3	106	-7	-7
COc1cc(NS(=O)(=O)c2ccc(NC(C)=O)cc2)ncn1	94	1.0	0	7	-12	-1	3	94	12	23
O=C(O)c1cccn2c(=O)c3ccccc3nc12	95	0.3	0	1	-4	1	1	93	-16	10
Cc1cc(C)c(OCC(=O)Nc2cccc(NC(=O)c3ccco3)c2)c(Br)c1	61	-2.8	-1	-2	.	5	15	68	-24	-6
O=C(C1=NN(c2ccccc2)C2C(=O)N(c3cccc(Cl)c3)C(=O)C12)c1ccccc1 (centres undefined)	91	-0.8	-10	7	2	1	23	96	-21	.
Cc1ccccc1CSc1nnc(-c2ccco2)n1Cc1ccco1	78	-3.2	.	-3	-4	14	1	87	-28	.

Single records, from the list above:
`CCCCN(CC)c1nc(N)c2c(N)nc(OCC)cc2c1C#N` in the list: HCT116 PTEN-null = 75; MRP-1 activ = -5.1; Phagocyt inh = .; GALR2 antag = -5; Yeast life ext = -7; NPY-Y2 antag = -5; Measles CPE = 2; bCat KO growth = 72; BB579 growth dn = -9; E-sel TNF inh = 14
`CC1(C)CC(=O)C(C(c2ccc(F)cc2)C2C(=O)CC(C)(C)CC2=O)C(=O)C1` in the list: HCT116 PTEN-null = 93; MRP-1 activ = -1.1; Phagocyt inh = 0; GALR2 antag = 13; Yeast life ext = 22; NPY-Y2 antag = 6; Measles CPE = 6; bCat KO growth = 109; BB579 growth dn = -14; E-sel TNF inh = -9
`Cc1ccccc1-c1nnc(SCC(=O)Nc2ccc(Cl)cc2)n1N` in the list: HCT116 PTEN-null = 102; MRP-1 activ = 0.5; Phagocyt inh = -1; GALR2 antag = 19; Yeast life ext = -13; NPY-Y2 antag = -2; Measles CPE = 5; bCat KO growth = 108; BB579 growth dn = 15; E-sel TNF inh = .

Six entries picked at random from the list so far:
SMILES	HCT116 PTEN-null	MRP-1 activ	Phagocyt inh	GALR2 antag	Yeast life ext	NPY-Y2 antag	Measles CPE	bCat KO growth	BB579 growth dn	E-sel TNF inh
Cc1ccccc1-c1nnc(SCC(=O)Nc2ccc(Cl)cc2)n1N	102	0.5	-1	19	-13	-2	5	108	15	.
COc1ccc2c(c1OC)C(=O)OC2CC(=O)O (centres undefined)	103	-1.6	.	-2	-12	2	3	106	-7	-7
Cc1ccc(/C=C/C(=O)OCC(=O)Nc2cccc(S(=O)(=O)N(C)C)c2)o1	94	-1.6	6	17	7	2	7	92	-52	.
CCOC(=O)c1sc(NC(=O)CSc2n[nH]c(-c3ccncc3)n2)c(C#N)c1C	107	-0.5	1	-2	-6	-1	2	98	-58	12
Cc1cc(C)c(OCC(=O)Nc2cccc(NC(=O)c3ccco3)c2)c(Br)c1	61	-2.8	-1	-2	.	5	15	68	-24	-6
CC1CN(S(=O)(=O)c2ccccc2)CC(C)O1 (centres undefined)	92	-2.0	2	3	-6	-1	7	97	-16	12

Screening results (PubChem BioAssay)
